TRPC6 act – activators of mouse TRPC6 channel | Q61143 | HEK293-TRPC6 membrane potential dye fluorescence; stronger effect = higher value | B-score at 10 µM | 0.13% of 310,000 active | AID 2550;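 active = B-score of the integrated fluorescence ratio above library mean plus 3 SD, and starting fluorescence ratio within library mean plus 5 SD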;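 also: higher score means more depolarization so channel activation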
TMEM16A act – activates or potentiates the mouse TMEM16A chloride channel | Q8BHY3 | HEK293 TMEM16A/YFP-H148Q/I152L, iodide quench fluorescence; stronger effect = lower value | B-score at 10 µM | 0.3% of 340,000 active | AID 623877;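 active = fluorescence-ratio B-score plate-corrected deviation score at least 3 library SD below zero, with starting fluorescence score within 5 deviations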;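 also: channel opened by trigger with iodide after compound preincubation; score built on the fluorescence ratio of max minus min over baseline; more negative score means more quench and so TMEM16A activation or potentiation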
MrgX1 antag – human MrgX1 receptor antagonism, primary screen; Q96LB2; MRGX1-HEK293 calcium flux, Fluo-4, BAM8-22 antagonism; stronger effect = lower value; B-score at 10 µM; 1.3% of 310,000 active; AID 588676;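 active = calcium-response B-score plate-corrected more than 3 library SD below zero, starting fluorescence within 5 deviations, no agonist response on first addition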;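 also: peak minus trough fluorescence over baseline after final BAM8-22 challenge near maximal dose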
RGS4 inh – human RGS4 inhibition; P49798; HEK293 M3R/RGS4 inducible, Fluo-4 calcium flux; stronger effect = higher value; triggered by carbachol at its EC20; B-score at 10 µM; 0.45% of 310,000 active; AID 463165;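 active = B-score, a plate-corrected calcium signal, over three deviations above library mean, with baseline fluorescence within five deviations of library mean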;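 also: RGS4 expression induced by doxycycline in cells with stable M3 receptor; B-score is computed from the integrated fluorescence ratio over baseline after carbachol; higher B-score means a larger calcium signal and so more RGS4 inhibition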
TRPC6 inh – mouse TRPC6 channel inhibition. Q61143. HEK293-TRPC6, membrane potential dye, ACh-evoked depolarization; stronger effect = lower value. B-score at 10 µM. 1.1% of 310,000 active;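 active = B-score under library mean minus 3 SD, initial fluorescence not abnormally high, positive integrated signal ratio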;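 also: B-score derived from integrated fluorescence ratio over the kinetic read; more negative B-score means stronger inhibition of depolarization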
TRPC4 agonist – opens the mouse TRPC4 cation channel; Q9QUQ5; B-score at 10 µM; 0.49% of 310,000 active; HEK293 TRPC4beta/mu-opioid, Fluo4 calcium fluorescence; stronger effect = higher value; AID 2237;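 active = B-score above 5 SD of library B-scores, and initial fluorescence ratio not above library mean plus 5 SD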;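 also: positive B-score marks a calcium rise read as TRPC4 activation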
Target sequence (Q9QUQ5 whole entry, looked up): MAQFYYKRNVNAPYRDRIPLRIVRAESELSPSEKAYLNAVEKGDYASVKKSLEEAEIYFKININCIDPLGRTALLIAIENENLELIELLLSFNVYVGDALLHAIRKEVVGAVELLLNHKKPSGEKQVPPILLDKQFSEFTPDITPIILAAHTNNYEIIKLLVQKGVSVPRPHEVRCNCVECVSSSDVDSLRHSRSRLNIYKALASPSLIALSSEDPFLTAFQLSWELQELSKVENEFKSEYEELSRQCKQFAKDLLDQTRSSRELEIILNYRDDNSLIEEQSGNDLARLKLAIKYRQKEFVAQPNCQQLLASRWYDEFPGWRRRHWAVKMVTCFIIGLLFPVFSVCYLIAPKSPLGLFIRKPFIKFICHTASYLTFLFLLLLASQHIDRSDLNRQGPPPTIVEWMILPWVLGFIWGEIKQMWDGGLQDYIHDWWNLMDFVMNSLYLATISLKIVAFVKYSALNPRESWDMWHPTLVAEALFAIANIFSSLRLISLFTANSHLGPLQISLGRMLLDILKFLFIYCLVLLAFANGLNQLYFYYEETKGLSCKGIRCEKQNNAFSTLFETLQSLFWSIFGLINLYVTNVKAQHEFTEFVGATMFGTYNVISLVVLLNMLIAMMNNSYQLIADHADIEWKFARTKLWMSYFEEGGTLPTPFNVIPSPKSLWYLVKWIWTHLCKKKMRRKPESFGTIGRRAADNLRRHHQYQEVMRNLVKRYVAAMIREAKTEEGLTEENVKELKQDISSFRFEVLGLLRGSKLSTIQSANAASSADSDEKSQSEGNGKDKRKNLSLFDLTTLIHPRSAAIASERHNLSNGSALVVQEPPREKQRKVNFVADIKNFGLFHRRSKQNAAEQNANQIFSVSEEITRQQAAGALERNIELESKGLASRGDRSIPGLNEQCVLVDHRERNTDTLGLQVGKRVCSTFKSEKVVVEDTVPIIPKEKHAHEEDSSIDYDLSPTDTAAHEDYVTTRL
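Material: TRPC4beta and mu-opioid receptor HEK293 stable cells | Incubation: 45 min room-temperature Fluo4 loading, 110 s read | Detection: Kinetic Fluo4 calcium fluorescence | Measure: Integrated baseline-normalised fluorescence ratio, converted to per-well B score | Benchmarks: Low control buffer alone, high control maximal DAMGO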
ANO1 block – blocks the mouse calcium-activated chloride channel TMEM16A | AID 588511 | HEK293 TMEM16A/YFP iodide influx fluorescence, ionomycin | normalized B-score (activity score, 25-100; higher = stronger inhibition) at 10 µM | 1.2% of 310,000 active;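 active = ratio plate-corrected score three or more library SD toward inhibition, starting fluorescence score within five deviations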;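 also: score derived from kinetic fluorescence span divided by baseline fluorescence per well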
MrgX1 agonist – agonists of human MrgX1 receptor; B-score at 10 µM; 0.44% of 310,000 active; MrgX1-HEK293 cells, Fluo-4 calcium fluorescence, agonist mode; stronger effect = higher value;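 active = calcium response B-score plate-corrected fluorescence ratio at least 3 library SD, with starting fluorescence B-score inside 5 SD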
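System – MrgX1-expressing HEK293 cells · Incubation – cells plated overnight, dye loaded 0.5 h 37 °C, 0.5 h room temperature · Technique – kinetic Fluo-4 NW fluorescence of intracellular calcium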
TRPC4 PAM – allosteric potentiators of mouse TRPC4 channel | B-score at 10 µM | AID 2227 | HEK293 TRPC4beta/mu-opioid, DAMGO EC20, Fluo-4 Ca2+ flux; stronger effect = higher value | Q9QUQ5 | 0.42% of 310,000 active;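 active = B-score of calcium response area above 5 SD of library B-scores, with initial fluorescence ratio within 5 SD of library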;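 also: B-score of integrated fluorescence ratio over time as area under calcium response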
MrgX1 allo act – allosterically activates human MrgX1 receptor signaling; Q96LB2; MrgX1-HEK293, Fluo-4 calcium flux, FDSS; stronger effect = higher value; B-score at 10 µM; 0.63% of 310,000 active;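 active = plate-corrected calcium response at least 3 library SD above typical, normal starting fluorescence, not activating the receptor alone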;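 also: compound read alongside a low EC10 to EC30 dose of BAM8-22 agonist; peak minus trough fluorescence over baseline measured at the second addition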
TRPC4 inh – blocks the mouse TRPC4 cation channel. 0.39% of 300,000 active. B-score at 10 µM. HEK293 TRPC4beta/mu-opioid, DAMGO-evoked Fluo4 calcium flux; stronger effect = lower value;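 active = B-score over 3 SD under the library average, no early fluorescence shift, positive overall ratio signal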
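Test system – stable TRPC4beta/mu-opioid receptor HEK293 cells · Probe or stimulus – DAMGO, a submaximal dose followed by a maximal one · Dosing – one concentration per compound · Signal – Fluo4 calcium fluorescence by kinetic imaging, 5 s 1 Hz baseline · Evaluation – per-well B score of integrated baseline-normalized Fluo4 ratio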
Starred values were filed as active, the others as inactive; i = inactive. Rows were taken by chance. About 5.8% of those tested had a hit in this group.

The opening two compounds, to show the layout:
SMILES | TRPC6 act | TMEM16A act | MrgX1 antag | RGS4 inh | TRPC6 inh | TRPC4 agonist | ANO1 block | MrgX1 agonist | TRPC4 PAM | MrgX1 allo act | TRPC4 inh
CCCC(=O)Nc1ccc(Nc2ccccc2)cc1 | i | i | i | i | i | i | i | i | i | i | i
COc1cccc(C(C(=O)NC2CCCCC2)N(C(=O)CNC(=O)c2ccco2)c2cccnc2)c1 (stereo not given) | i | i | i | i | i | i | i | i | i | i | i

Results (from the top)
SMILES | TRPC6 act | TMEM16A act | MrgX1 antag | RGS4 inh | TRPC6 inh | TRPC4 agonist | ANO1 block | MrgX1 agonist | TRPC4 PAM | MrgX1 allo act | TRPC4 inh
CCCC(=O)Nc1ccc(Nc2ccccc2)cc1 | i | i | i | i | i | i | i | i | i | i | i
COc1cccc(C(C(=O)NC2CCCCC2)N(C(=O)CNC(=O)c2ccco2)c2cccnc2)c1 (stereo not given) | i | i | i | i | i | i | i | i | i | i | i
O=C(CN(C(=O)c1csnn1)c1cccc(Cl)c1)NC1CCCC1 | i | i | i | i | i | i | i | i | i | i | i
Cc1oc2c(cc(NS(=O)(=O)c3ccc(Cl)cc3)c3ccccc32)c1C(=O)O | i | i | i | i | i | i | i | i | i | i | i
COc1ccccc1NC(=O)CSc1nc2ccccc2c(=O)n1C | i | i | i | i | i | i | i | i | i | i | i
CC1CCCN(CC(=O)Nc2ccc(S(=O)(=O)N3CCCCCC3)cc2)C1 (stereo not given) | i | i | i | i | i | i | i | i | i | i | i
COCCN(C(=O)COC(=O)/C=C/c1ccc2c(c1)OCO2)c1c(N)n(Cc2ccccc2)c(=O)[nH]c1=O | i | i | i | i | i | i | i | i | i | i | i
Cc1ccc([N+](=O)[O-])cc1NC(=O)CN(C)CCOc1ccccc1 | i | i | i | i | i | i | i | i | i | i | i
COc1ccc(-c2[nH]ncc2N=Nc2ccccc2)cc1 | i | i | i | i | i | i | i | i | i | i | i
O=C(CSc1nnc(CNC(=O)c2cccs2)o1)Nc1ccc(F)cc1F | i | i | i | i | i | i | i | i | i | i | i
CCN(CC)C(=O)Oc1cc(=O)n(C)c2ccccc12 | i | i | i | i | i | i | i | i | i | i | i
CCCCNC(=O)CSc1nc2ccsc2c(=O)n1CCCC(=O)NCCc1ccc(S(N)(=O)=O)cc1 | i | i | i | i | i | i | i | i | i | i | i
CCc1ccc(-c2cc(C)no2)cc1S(=O)(=O)N1CCC(C)CC1 | i | i | i | i | i | i | 25* | i | i | i | i
C[C@@H](CN=[N+]=[N-])CN1CC[C@H](O)CCC1=O | i | i | i | i | i | i | i | i | i | i | i
COC(=O)c1cc(C)[nH]c2c(C)cc3nc4ccccc4c3c12 | i | i | i | i | i | i | i | i | i | i | i
COc1cc(/C=N/NC(=O)c2cccnc2)ccc1OC(=O)c1ccc([N+](=O)[O-])cc1 | i | i | i | i | i | i | i | i | i | i | i
S=C(NC1CCCCC1)N1CCc2ccccc2C1 | i | i | i | i | i | i | i | i | i | i | i
CSc1ccc(CN(C)C(=O)c2cc(=O)c3ccccc3o2)cc1 | i | i | i | i | i | i | i | i | i | i | i
CS(=O)(=O)N1N=C(c2cccs2)CC1c1ccc(F)cc1 (stereo not given) | i | i | i | i | i | i | i | i | i | 21* | i
Cc1nc(SCC(=O)Nc2cc(C)on2)c2c3c(sc2n1)CCCC3 | i | i | i | i | i | i | i | i | i | i | i
COCCCNC(=O)/C(C#N)=C/c1c(N2CCN(C)CC2)nc2c(C)cccn2c1=O | i | i | i | i | i | i | i | i | i | i | i
O=C(CN1CCN(Cc2ccccc2Cl)CC1)N/N=C/c1ccccn1 | i | i | i | i | i | i | i | i | i | i | i
Cc1ccc(S(=O)(=O)CCC(=O)NCc2ccc(Cl)cc2)cc1 | i | i | i | i | i | i | i | i | i | i | i
COc1cc(NC(=O)c2ccccc2OCc2ccccc2)cc(OC)c1OC | i | i | i | i | i | i | i | i | i | i | i
CN1C(=O)N(c2nnc(C(C)(C)C)s2)C(=O)C1c1ccccc1 (stereo not given) | i | i | i | i | i | i | i | i | i | i | i
CCN1CC=C2C(C1)C(c1ccc(Cl)s1)C(C#N)=C(N)C2(C#N)C#N (stereo not given) | i | i | i | i | i | i | i | i | i | i | i
O=C(Nc1ccccc1Cc1ccccc1)c1ccc2c(c1)SC1=NS(=O)(=O)CCN12 | i | i | i | i | i | i | i | i | i | i | i
Cc1cccc(NC(=O)c2ccc([N+](=O)[O-])s2)c1C | i | i | i | i | i | i | i | i | i | i | i
COC(=O)c1nnn(-c2ccsc2C(=O)OC)c1C(=O)OC | i | i | i | i | i | i | i | i | i | i | i
COC(=O)c1ccccc1OCCCCN1CC(C)OC(C)C1 (stereo not given) | i | i | i | i | i | i | i | i | i | i | i
COc1ccc(OCC(=O)Nc2ccc3c(c2)nc(CCN2CCCCC2)n3C)cc1 | i | i | i | i | i | i | i | i | i | i | i
COc1cccc(/C=C2/NC(=O)NC2=O)c1OCC(=O)Nc1ccccc1 | i | i | i | i | i | i | i | i | i | i | i
CN(C)CCOC1c2ccccc2-c2ccccc21 | i | i | i | i | i | i | i | i | i | i | i
CC(C)(C)c1cc(C(=O)NCc2cc(F)cc3c2OCOC3)n(Cc2ccccc2)n1 | i | i | i | i | i | i | i | i | 13* | i | i
Cc1ccc(-n2nc3c(c2NC(=O)C(C)(C)C)CS(=O)(=O)C3)cc1 | i | i | i | i | i | i | i | i | i | i | i
COc1ccc(NC(=O)c2ccccn2)cc1 | i | i | i | i | i | i | i | i | i | i | i
Cc1cc(-c2ccc(C)c(S(=O)(=O)NCc3ccc(OC(C)C)cc3)c2)on1 | i | i | i | i | i | i | i | i | i | i | i
CCCC(=O)Nc1cc(C(=O)O)ccc1S(=O)(=O)c1ccc(Cl)cc1 | i | i | i | i | i | i | i | i | i | i | i
C/C(=N\NC(=O)Cn1cc([N+](=O)[O-])cn1)c1ccco1 | i | i | i | i | i | i | i | i | i | i | i
O=C(NC1CC1)C1=C[C@@H](c2c[nH]c3ccccc23)C[C@@H](OCc2ccc(CO)cc2)O1 | i | i | i | i | i | i | i | i | i | i | i
COc1ccc2sc(NC(=O)NC(=O)c3c(Cl)cccc3Cl)nc2c1 | i | i | i | i | i | i | i | i | i | i | i
O=C(NC(=S)Nc1ccc2[nH]c(=O)[nH]c2c1)c1ccccc1Cl | i | i | i | i | i | i | i | i | i | i | i
Cc1cccc(NC(=S)N2CCC(NC(=O)c3cccc(F)c3)CC2)c1 | i | i | i | i | i | i | i | i | i | i | i
COc1ccc(CC(=O)NCc2nnc(SCC(=O)Nc3ncc(C)s3)n2C)cc1 | i | i | i | i | i | i | i | i | i | i | i
COc1cccc(/C=C2\Sc3ccc(C(=O)NCc4cccnc4)cc3N(C)C2=O)c1 | i | i | i | i | i | i | i | i | i | i | i
CC1CCN(CCC(=O)Nc2ccc(Br)cc2)CC1 | i | i | i | i | i | i | i | i | i | i | i
O=S(=O)(c1ccc(OCc2nc3ccccc3s2)c(Cl)c1)N1CCOCC1 | i | i | i | i | i | i | i | i | i | i | i
Cn1ccnc1Sc1cc(NCCCO)c([N+](=O)[O-])c2nonc12 | i | i | i | 17* | i | i | i | i | i | i | i
CN(CCNC(=O)CN1CCN(Cc2ccccc2Cl)C1=O)Cc1ccccc1 | i | i | i | i | i | i | i | i | i | i | i
COc1ccc(CNCc2cc3c(cc2[N+](=O)[O-])OCO3)cc1 | i | i | i | i | -5.3* | i | i | i | i | i | i
CCOc1ccc(N(CC)C(=O)c2cn(CC)c(=O)c3cc(OC)c(OC)cc23)cc1 | i | i | i | i | i | i | i | i | i | i | i
Cc1cc(C)cc(N(C(=O)c2snc(C(N)=O)c2N)C(C(=O)NCC2CCCO2)c2ccc(C)o2)c1 (stereo not given) | i | i | i | i | -5.4* | i | i | i | i | i | i
O=C(COC(=O)c1c2c(nc3ccccc13)CCCC2)c1ccc(Br)s1 | i | i | i | i | i | i | i | i | i | i | i
Cc1cc(NCCO)nc(N2CCOCC2)n1 | i | i | i | i | i | i | i | i | i | i | i
O=C1c2cccc3c(N4CCCCC4)ccc(c23)C(=O)N1c1ccc(O)cc1 | i | i | i | i | i | i | i | i | i | i | i
CC1Cc2ccccc2N1S(=O)(=O)c1cccs1 (stereo not given) | i | i | i | i | i | i | i | i | i | i | i
CN1CCN(c2ccc(NC(=O)c3ccc(Cl)cc3Cl)cc2)CC1 | i | i | i | i | -5.9* | i | i | i | i | i | i
CCC1CCCCN1CCCNC(=O)C1CCC(Cn2c(=O)[nH]c3ccccc3c2=O)CC1 (stereo not given) | i | i | i | i | i | i | i | i | i | i | i
CN(CCO)c1ncnc2c1sc1nc(N3CCOCC3)c3c(c12)CCC3 | i | i | i | i | i | i | i | i | i | i | i
O/N=C1\CCCc2nnc3c(c21)CCCC3 | i | i | i | i | i | i | i | i | i | i | i
Additional structures follow:
SMILES | TRPC6 act | TMEM16A act | MrgX1 antag | RGS4 inh | TRPC6 inh | TRPC4 agonist | ANO1 block | MrgX1 agonist | TRPC4 PAM | MrgX1 allo act | TRPC4 inh
CCOC(=O)C1CCN(C(=O)c2ccc3c(=O)n4c(nc3c2)CCCCC4)CC1 | i | i | i | i | i | i | i | i | i | i | i
Clc1nc2c(-c3ccccc3)nnn2c2ccccc12 | i | i | i | i | i | i | i | i | i | i | i
C#CCOC(=O)/C(=C/C=C/c1ccccc1)NC(=O)c1ccccc1 | i | i | i | i | i | i | i | i | i | i | i
Cc1ccc(OCC(=O)Nc2cnn(CCCC(=O)O)c2)c([N+](=O)[O-])c1 | i | i | i | i | i | i | i | i | i | i | i
COc1ccc(NC2c3ncccc3C(=O)N2Cc2ccccc2)c(OC)c1 (stereo not given) | i | i | i | i | i | i | i | i | i | i | i
O=C(O)C1=C[C@H](c2ccc(F)cc2)C[C@H](OCc2ccc(CO)cc2)O1 | i | i | i | i | i | i | i | i | i | i | i
CCOn1c(SCC)nc2ccccc2c1=O | i | i | i | i | i | i | i | i | i | i | i
Cc1c(Br)c(C(F)(F)F)nn1CC(=O)NCc1ccco1 | i | i | i | i | i | i | i | i | i | i | i
